# HUVEC tox IL1B: cytotoxicity in IL-1B stimulated HUVEC, primary screen, cytotoxicity control for IL-1B NFkB translocation project, imaging, Hoechst nuclear count, IL-1B stimulus | HUVEC cell count loss | hit rate 0.41% among 94,000 | cell count reduction, % at 2 µM | AID 845, 2007;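 active means cell count reduction more than 3 SD above the screen-wide mean, cut at about 70% in these data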;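 further: normalized per plate to untreated control cells as the no-loss baseline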
# sEH activator: soluble epoxide hydrolase activators, primary screen, biochemical, human sEH | Bifunctional epoxide hydrolase 2 (Homo sapiens), P34913 | purified human sEH enzymatic activity, activator screen | activation, % at 2 µM | hit rate 0.04% among 91,000 | AID 717, 2007; in the data active means activation above about 37%; further: values of inactives mirror those of a sister screen read the other way
# ERb SRC1 inh: inhibitors of ERβ-SRC1 coactivator interaction, primary screen, biochemical, TR-FRET, ERβ LBD, SRC-1 peptide | Estrogen receptor beta (Homo sapiens), Q92731 | TR-FRET ER-beta LBD / SRC1-Cy5 peptide binding; receptor agonist-loaded with 1 µM estradiol | inhibition, % at 25.6 µM | hit rate 1.3% among 86,000 | AID 633, 2007;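 active means compounds whose percent inhibition of the receptor-coactivator binding signal exceeds about 50% in the single-dose screen, limit read from the data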;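 further: 0% = receptor plus peptide wells without compound and 100% = peptide-only wells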
# Target sequence (Q92731 whole entry, looked up, the tested form may be a part): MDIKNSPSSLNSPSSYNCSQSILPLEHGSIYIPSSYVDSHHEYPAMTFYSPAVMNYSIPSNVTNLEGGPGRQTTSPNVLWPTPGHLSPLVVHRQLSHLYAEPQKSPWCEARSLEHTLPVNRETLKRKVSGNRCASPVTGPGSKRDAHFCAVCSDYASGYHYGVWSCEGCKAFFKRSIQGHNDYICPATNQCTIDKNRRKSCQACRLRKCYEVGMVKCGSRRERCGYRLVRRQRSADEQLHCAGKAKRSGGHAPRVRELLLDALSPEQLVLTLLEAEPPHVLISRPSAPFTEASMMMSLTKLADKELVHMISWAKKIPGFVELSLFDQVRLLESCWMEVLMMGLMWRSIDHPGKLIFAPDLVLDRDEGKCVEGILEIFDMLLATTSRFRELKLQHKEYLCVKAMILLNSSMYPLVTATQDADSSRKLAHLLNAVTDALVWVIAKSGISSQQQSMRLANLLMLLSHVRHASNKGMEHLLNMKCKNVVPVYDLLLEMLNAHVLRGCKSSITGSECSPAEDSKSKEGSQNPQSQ
# Smad3 FoxH1 inh: Smad3/FoxH1 peptide binding inhibitors, primary screen, biochemical, TR-FRET. TR-FRET Smad3/Dy647-FoxH1 peptide binding, europium anti-His. inhibition, % at 25 µM. AID 630, 2007. hit rate 0.29% among 88,000. Mothers against decapentaplegic homolog 3 (Homo sapiens), P84022;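 active means compounds that reduce the energy-transfer binding signal between the protein and its labelled peptide by more than half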;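 further: 0% = Smad3 plus labelled peptide maximal FRET and 100% = peptide-only background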
# Target sequence (P84022 whole entry, looked up): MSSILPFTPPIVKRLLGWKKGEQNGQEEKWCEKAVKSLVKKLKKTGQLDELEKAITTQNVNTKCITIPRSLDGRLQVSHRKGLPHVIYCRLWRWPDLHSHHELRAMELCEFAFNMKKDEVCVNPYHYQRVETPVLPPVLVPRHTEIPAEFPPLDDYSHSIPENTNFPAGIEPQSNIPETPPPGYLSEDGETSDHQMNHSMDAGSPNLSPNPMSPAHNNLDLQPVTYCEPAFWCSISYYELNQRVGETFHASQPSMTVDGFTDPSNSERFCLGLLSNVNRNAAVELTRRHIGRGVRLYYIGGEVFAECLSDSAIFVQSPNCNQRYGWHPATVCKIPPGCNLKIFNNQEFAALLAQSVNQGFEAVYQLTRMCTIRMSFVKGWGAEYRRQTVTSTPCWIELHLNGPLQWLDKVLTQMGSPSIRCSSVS
# VCAM1 TNFa inh: inhibitors of TNFa-induced VCAM1 expression, primary screen, imaging, HUVEC, TNFa stimulus, immunofluorescence; inhibition, % at 2 µM; HUVEC TNFa-induced VCAM-1 immunofluorescence, high-content imaging; hit rate 0.48% among 95,000;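 active means inhibition above the batch mean plus 3 SD, with images confirmed as a hit by eye, cut at about 37% in these data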;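 further: 0% = TNF-stimulated DMSO wells and 100% = unstimulated control wells; not every result past the cut was called active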
# Candida biofilm: clotrimazole potentiators killing Candida biofilms, primary screen, with clotrimazole, Alamar Blue; inhibition, % at 6 µM; hit rate 0.14% among 85,000; C. albicans biofilm + clotrimazole; AID 834, 2007;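 active means inhibition above 20%; inactive means inhibition below 20%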;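 further: preformed 24 hr biofilms exposed to compound for 48 hr; 0% = biofilm without compound and 100% = blank killed by clotrimazole plus chlorhexidine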
# cytoskel mod: modifiers of F-actin cytoskeleton organization, primary screen, imaging, HUVEC, phalloidin staining, high-content imaging; HUVEC TNFa F-actin phalloidin imaging; inhibition, % at 2 µM; hit rate 0.18% among 91,000; AID 836, 2007;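 active means inhibition above the batch mean plus 3 SD and confirmed as a hit by visual image inspection, cut at about 30% in these data, passing the limit was not always enough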; further: strong numbers were not always called active
# sEH inh: soluble epoxide hydrolase inhibitors, primary screen, biochemical, human sEH; AID 707, 2007; recombinant human sEH enzymatic activity assay; inhibition, % at 2 µM; Bifunctional epoxide hydrolase 2 (Homo sapiens), P34913; hit rate 0.34% among 91,000; in the data active means inhibition above about 80%; further: values of inactives mirror those of a sister screen read the other way; many of its hits are not listed in these tables
# HUVEC tox TNFa: cytotoxicity in TNFa-stimulated HUVEC, primary screen, cytotoxicity control for VCAM1 expression modulator project, imaging, Hoechst nuclei count | HUVEC TNFalpha-stimulated, Hoechst cell count | cell count reduction, % at 2 µM | hit rate 0.17% among 93,000;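 active means cell count reduction exceeding the screen mean by over 5 SD, scaled to untreated wells per plate, cut at about 78% in these data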;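 further: cells counted after 24 h of TNF alpha exposure following the 1 h pretreatment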
# The depositor's hits bear a star; nt = not tested or not shown; [ ] = remark or other dose. Some of the compounds tested; rates above refer to the full screens.
compound,HUVEC tox IL1B,sEH activator,ERb SRC1 inh,Smad3 FoxH1 inh,VCAM1 TNFa inh,Candida biofilm,cytoskel mod,sEH inh,HUVEC tox TNFa
COC(=O)N(C)c1nc2ccccc2s1,10.6,-0.6,-0.6,2.6,-4.4,11.2,9.4,1.9,-3.1
C=CCOc1ccc(C2NC(=O)NC(C)=C2C(=O)OC)cc1 (stereo unspecified),-8.1,-15.2,-13.2,9.7,7.4,3.5,11.7,13.3,-34.1
Cc1n[nH]c(=O)n1-c1ccc(Oc2ccccc2)cc1,5.0,-4.1,nt,nt,1.8,nt,22.6,5.1,12.7
Cc1ccccc1-c1nc(CN2CCC(C(=O)NCc3cccs3)CC2)c(C)o1,-22.5,-31.1,-1.0,2.3,-4.9,11.8,-17.7,32.6,6.3
CCc1nnc(NC(=O)c2ccc(-c3cc(C(F)(F)F)ccc3Cl)o2)s1,12.1,-1.3,nt,nt,17.1,nt,-32.1,2.0,12.2
O=C(O)c1ccccc1NS(=O)(=O)c1cccc(C(F)(F)F)c1,6.4,4.7,-6.1,2.3,22.2,-2.5,-9.7,-2.3,2.6
CCOc1ccccc1C(=O)Nc1nnc(C(C)C)s1,10.5,nt,23.9[fluorescence artefact?],-6.2,11.0,11.6,-5.9,nt,-11.1
COc1ccccc1C(=O)NC(C)c1nc2ccccc2[nH]1 (stereo unspecified),3.9,nt,-2.5[fluorescence artefact?],-9.0,3.2,1.3,3.8,nt,-7.5
CCCCOCCCNC(=O)Cc1ccccc1OC,-26.6,5.1,-1.6,10.0,-7.6,9.9,11.8,-6.5,-42.2
O=C1c2ccccc2C(=O)N1Cc1cc(-c2ccccc2)no1,-20.7,1.5,nt,nt,5.6,nt,12.7,0.3,1.2
CS(=O)(=O)N1CCN(c2nc(-c3ccccc3)cs2)CC1,-17.1,-12.5,-5.1,14.2[fluorescence artefact?],-2.1,4.4,0.7,11.4,-18.2
Cc1ccccc1NC(=O)N1CCCC1C(=O)NCc1cccs1 (stereo unspecified),18.8,-5.5,3.4,-14.0,-7.8,-3.7,-17.4,6.0,-2.8
COC(=O)C(C)NC(=O)C(C)NC(=O)OCc1ccccc1 (stereo unspecified),-45.3,3.9,-0.3[fluorescence artefact?],-7.8,7.0,-4.2,nt,-1.9,-26.5
COc1ccc(Oc2nc(C)cc(C)c2S(C)(=O)=O)cc1,-69.6,-3.4,nt,nt,14.7,nt,-11.6,5.6,-14.1
NC(=NC1CCCCC1)c1ccc([N+](=O)[O-])cc1,-2.1,9.8,-3.7[fluorescence artefact?],8.5,9.2,2.2,nt,-14.7,-33.1
CCOC(=O)C1C(c2cccs2)NC(=O)NC1(O)C(F)(F)F (stereo unspecified),-10.1,-3.8,-1.4,7.3,-7.3,2.2,-9.1,2.7,-6.5
O=C(CSc1nnc(CNc2ccccc2)o1)N1CCN(C(=O)c2ccco2)CC1,-15.8,9.8,nt,nt,-0.3,nt,-11.3,-11.6,-4.2
COc1cc2oc3ccccc3c2cc1N(CC(=O)N(C)C)S(=O)(=O)c1ccccc1,12.5,-0.1,nt,nt,4.4,nt,17.4,1.9,-19.2
Cc1ccc(CNC(=O)CN2C(=O)C3(OCCCO3)c3ccccc32)cc1,-5.6,-13.7,5.4,-3.6,-2.7,-0.6,30.9,12.5,-24.8
CCc1nc(N)c(C#N)c(-c2ccc(F)cc2)c1C,-17.6,-3.7,14.2[fluorescence artefact?],5.8,9.2,0.9,4.3,2.5,6.5
CC(C)CCNC(=O)COC(=O)c1ccc(Br)o1,3.7,-3.1,nt,nt,-34.3,nt,5.2,4.3,-16.7
CCc1ccc(S(=O)(=O)NCc2cn3c(C)csc3n2)s1,23.8,-4.0,nt,nt,4.8,nt,5.7,3.8,0.0
CSCC[C@H](NC(=O)CCNC(C)=O)c1nc2ccccc2[nH]1,0.0,8.1,6.7,-4.8,19.6,10.2,8.0,-8.3,5.1
CCCC(=O)N1CCN(c2ccc(NC(=O)c3ccco3)cc2)CC1,16.2,6.8,12.7,-1.7,-10.8,2.6,7.4,-6.4,-22.5
CCCN1C(=O)c2ccccc2NC1c1ccc(OC)cc1OC (stereo unspecified),-162.9,-3.5,5.6,-1.3,-3.8,3.9,-9.3,3.5,-14.4
COc1ccc(C2CC(=O)c3sc(N)nc3C2)cc1 (stereo unspecified),-22.7,nt,-0.6[fluorescence artefact?],9.2,-22.1,2.7,1.9,nt,-7.1
COc1ccc(NC(=O)C2CCCN2S(=O)(=O)c2cccc3cccnc23)c(OC)c1 (stereo unspecified),-10.9,2.6,7.8[fluorescence artefact?],1.5,1.5,4.3,2.6,-3.5,20.3
COc1ccc(Cl)cc1N1CC(C(=O)Nc2nccs2)CC1=O (stereo unspecified),-91.0,21.9,-2.4,-1.6,1.2,4.2,-4.8,-28.6,-10.2
Cc1cc(C)c2c(CN3CCN(Cc4ccc5c(c4)OCO5)CC3)cc(=O)oc2c1,-68.6,3.6,-1.1,-5.5,13.0,4.2,nt,-2.6,-34.7
O=C(Cn1c(=O)n(CC2CCCO2)c(=O)c2ccccc21)c1ccccc1 (stereo unspecified),5.0,-1.0,-2.6,11.3,-3.1,4.6,1.3,0.0,5.8
CN(CC(=O)OCC(=O)Nc1ccccc1)S(=O)(=O)c1ccc(Cl)cc1,-112.1,5.8,6.7,8.3[fluorescence artefact?],-6.8,-4.5,-3.7,-6.8,6.9
CC(=O)OCc1c(C(F)(F)F)nn(C)c1Sc1ccccc1,-31.3,-6.9,nt,nt,-2.7,nt,-5.9,8.8,0.6
COc1cc(C)c(Cl)cc1S(=O)(=O)n1cnc2ccccc21,-144.4,6.5,-0.7,15.9,-7.6,4.7,-11.9,-7.5,1.3
CC(=C/C(=O)O)/C=C/c1cccs1,0.8,nt,-1.9,-4.8,-4.4,5.0,-0.3,nt,3.6
CC(C)N(C#N)c1nc(N2CCOCC2)nc(N2CCOCC2)n1,3.0,-1.0,1.2,7.5,-38.4,6.2,19.2,-0.3,-35.5
O=c1cc(N2CCN(c3ccccc3F)CC2)[nH]c(=O)n1-c1ccc(Br)cc1,-1.4,-6.8,-8.8,-2.9,-12.8,0.1,-9.2,4.3,-3.0
CCOC(=O)C1CCCN(C(=O)CSc2nccn2C)C1 (stereo unspecified),-4.1,0.2,-3.1,-1.3,14.3,4.3,-29.2,-0.5,-18.7
CCC(=O)NCCSc1c[nH]c2ccccc12,-12.1,nt,-8.2[fluorescence artefact?],-8.9,28.8,11.2,2.8,nt,-9.9
Cn1c(=O)c(=O)n(C)c2cc(S(=O)(=O)Nc3ccc4c(c3)OCCO4)ccc21,-10.6,-12.7,-6.7,7.3,-6.1,6.0,12.1,15.1,-1.8
CCOC(=O)c1cccnc1SCC(=O)NC(C)CC (stereo unspecified),0.0,-4.6,-5.9,-0.6,8.1,0.1,-9.6,8.1,10.6
Cc1cccc(CCNC(=O)CCc2c(C)nc3ncnn3c2C)c1,-5.4,2.0,5.3,0.2,-3.8,5.9,-36.1,0.9,5.1
Cc1ccc(NC(=O)CCn2nc(C)cc2C)cc1,nt,6.7,24.8,-6.6,10.7,9.4,-5.9,-9.7,-3.5
N/C(=N\OC(=O)c1ccccc1Cl)c1ccc(Cl)cc1,-0.8,-6.6,nt,nt,-2.6,nt,24.1,9.6,-10.6
O=c1c2ccccc2oc2nc3ccn(Cc4ccncc4)c(=O)c3cc12,-8.7,7.9,nt,nt,3.9,nt,12.1,-7.1,-11.0
O=C(O)[C@H]1CCC(=O)N1Cc1ccco1,6.9,4.9,nt,nt,1.0,nt,26.8,-2.5,7.9
COc1cccc(N2CCN(Cc3nc(N)nc(Nc4ccccc4)n3)CC2)c1,-23.3,-0.3,-6.0,3.3,11.2,2.5,-13.7,1.8,-30.2
O=S(=O)(/C=C/c1ccccc1)n1cnc2ccccc21,0.0,0.3,7.4[fluorescence artefact?],9.4,34.9,4.5,10.7,0.2,6.9
COc1ccc(C)cc1N(C)C(=O)c1coc(=O)c2ccccc12,-27.5,9.7,-2.9,12.0[fluorescence artefact?],-7.6,2.9,22.6,-10.1,-8.0
O=C(NNS(=O)(=O)c1ccccc1)c1sccc1-n1cccc1,-31.4,-8.0,nt,nt,9.6,nt,-2.1,10.2,-25.4
C=CCSc1nc2ccccc2n1C(=O)/C=C/c1cc(OC)c(OC)c(OC)c1,-2.0,19.7,nt,nt,92.3*,nt,22.6,-18.8,9.6
CCN1CCCC1CNC(=O)c1cc(NC(C)=O)c(N(C)C)cc1OC (stereo unspecified),-25.4,nt,-10.4,-2.2,-52.5,2.9,0.8,nt,48.4
CC(=O)Nc1nonc1C(=O)N1CCC(C)CC1,-39.1,12.3,9.9,-7.2,10.4,3.2,0.0,-10.9,-6.7
COCCNc1c2c(nc3c(-c4ccccc4)c(C)nn13)CCCC2,-1.0,6.7,-12.1,12.7,10.3,3.5,1.8,-3.8,-8.9
O=C(CN1C(=O)c2ccccc2S1(=O)=O)N1CCN(c2ccc(F)cc2)CC1,-42.9,-11.7,1.2,-1.3,nt,-3.4,-7.1,12.8,nt
COc1ccccc1OCCN1C(=O)S/C(=C\c2ccco2)C1=O,-25.6,5.0,nt,nt,10.0,nt,9.8,-3.1,1.8
Cc1ccc(-n2nc3c(n2)/C(=N/O)CC/C3=N\O)cc1,-9.8,2.6,-4.4,-1.6,4.1,7.3,-13.4,-5.2,-18.8
CN(C)CCNc1ncnc2ccccc12,-4.1,-8.8,-4.8,2.7,-8.9,-4.1,-6.8,8.9,-16.6
Cc1cc(NCCC(C)C)n2nc(C)c(-c3ccccc3)c2n1,0.0,-3.8,-6.0,-11.2,11.2,7.6,8.1,3.1,-9.5
O=[N+]([O-])c1ccc(Cl)cc1Sc1cccc2cccnc12,-36.3,4.3,-6.3,-1.5,-5.3,2.6,0.0,-1.7,-42.3
CCOC(=O)C1(C)/C(=N/Nc2ccccc2Cl)C(=O)C(=O)N1c1ccccc1 (stereo unspecified),-14.1,-8.6,-1.1,-1.6,-17.0,5.9,13.7,10.6,-17.8
Nc1nonc1C(=O)NCCNS(=O)(=O)c1ccc(Br)cc1,-30.7,2.0,nt,nt,8.2,nt,-1.1,-2.0,-1.2
CC(NC(=O)C1CCC(CNc2c(N3CCOCC3)c(=O)c2=O)CC1)c1ccccc1 (stereo unspecified),-5.1,9.7,4.6,-2.6,5.4,7.1,-13.5,-5.9,-9.9
Cn1c(=O)c2c(nc(NCC3CCCO3)n2C)n(C)c1=O (stereo unspecified),31.2,1.2,-12.3,-7.2,13.7,5.3,11.6,2.3,-20.2

# From PubChem BioAssay
